High-throughput results as filed in PubChem.
PolyA inh: inhibitors of polyadenylation in S. cerevisiae. S. cerevisiae SKY197-pL101 polyadenylation reporter, beta-gal luminescence; efflux-impaired pdr1/pdr3 knockout yeast; score 100 = 6 SD above DMSO. calls only at 12 µM. 300,000 tested, 0.02% active;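 active = lowest replicate activity score at least 50, where 100 means six control SD above control mean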;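 note: yeast exposed to compound for 9 h at 30 °C; higher score means more reporter readthrough which indicates perturbed polyadenylation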
AI-2 QS modul: modulates the Vibrio harveyi AI-2 quorum sensing system; AID 2094; Vibrio harveyi JMH597 AI-2 luminescence/OD600 ratio, 9 h; hits give low values; strain lacks LuxN and CqsS sensors; 0 = neutral-control median; activity change, % at 7.5 µM; 300,000 tested, 0.4% active; in the data active = activity change below about -75%, passing the limit was not always enough;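 note: luminescence divided by OD600 gain over 9 h not by final OD600 alone; inactives centre near 13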
HSF1 activator: increases HSF-1 driven luciferase reporter signal; NIH3T3-HGL HSF-1 luciferase reporter, MG132, 8 h; 100% = twice DMSO control signal; activation, % at 9 µM; 300,000 tested, 1.7% active;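 active = mean replicate activation of at least 50% with a set share of replicates each reaching 50%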;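 note: 0% = median of the neutral control wells and 100% = twice that signal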
HSF1 inhib: HSF1 inhibition | NIH3T3-HGL HSE-luciferase, MG132-induced, luminescence 8 h; hits give low values | 300,000 tested, 0.77% active | activity change, negative = inhibition, % at 7.5 µM (by protocol);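 active = more than half of replicate wells show activity change below -50%, luminescence cut by over half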;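 note: luciferase reports HSF-1 transcriptional activity via heat shock element; 0% = median of DMSO wells and -100% = zero luminescence signal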
IEC-6 tox: kills IEC-6 intestinal cells in KLF5 counter-screen | 290,000 tested, 0.78% active | IEC-6 cytotoxicity, luminescence viability | inhibition, % at 5 µM | AID 1825; in the data active = inhibition above about 22%;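 note: 0% = plate median of test compound wells and 100% = cytotoxic reference compound wells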
aSyn UTR inh: MLPCN primary screen, SNCA 5' untranslated region. AID 1813. alpha-synuclein 5'UTR reporter, inhibitor activity. 300,000 tested, 0.82% active. inhibition, % (tested at 7.5 µM); in the data active = inhibition above about 60%;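 note: H4 neuroglioblastoma cells stably carrying SNCA 5'UTR luciferase fusion; 0% = DMSO wells and 100% = positive control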
GSK3B inh: blocks human GSK3beta kinase activity. activity score (negative = inhibition), % at 10 µM. GST-GSK3beta kinase, ADP-Glo luminescence, 60 min; hits give low values. 300,000 tested, 0.038% active. P49841. AID 2097;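 active = more than half of replicate wells score below -50%, meaning over 50% inhibition versus plate controls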;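 note: 0% = median DMSO wells and -100% = median GW8510 positive control wells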
Target sequence (P49841 whole entry, looked up): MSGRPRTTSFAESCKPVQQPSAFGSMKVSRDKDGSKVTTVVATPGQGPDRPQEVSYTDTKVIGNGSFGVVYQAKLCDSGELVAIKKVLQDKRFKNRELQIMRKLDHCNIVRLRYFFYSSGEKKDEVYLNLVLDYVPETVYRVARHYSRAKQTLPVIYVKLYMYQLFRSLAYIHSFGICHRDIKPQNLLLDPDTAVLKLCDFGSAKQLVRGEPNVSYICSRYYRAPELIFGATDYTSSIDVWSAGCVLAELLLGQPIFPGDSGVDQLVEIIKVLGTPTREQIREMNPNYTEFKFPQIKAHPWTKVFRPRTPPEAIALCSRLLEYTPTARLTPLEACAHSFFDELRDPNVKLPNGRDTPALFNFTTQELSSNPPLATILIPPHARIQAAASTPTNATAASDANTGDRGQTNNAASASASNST
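test system = GST-tagged human GSK3beta kinase, cell-free | reagent = 25 µM ATP with peptide substrate | dosing = one dose of 10 µM per compound | schedule = 60 min reaction, RT | detection = luminescent ADP-Glo measurement of ADP formed | control set = DMSO neutral wells and GW8510 at 20 µM as positive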
GSK3 alpha inh: human GSK-3 alpha kinase inhibition | P49840 | ADP-Glo luminescence, 60 min | inhibition, % at 10 µM | 320,000 tested, 0.1% active;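 in the data active = inhibition above about 50%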;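 note: GST-tagged GSK-3 alpha with peptide substrate and 25 µM ATP; 0% = DMSO neutral wells and 100% = GW8510 positive control wells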
Target sequence (P49840 whole entry, looked up): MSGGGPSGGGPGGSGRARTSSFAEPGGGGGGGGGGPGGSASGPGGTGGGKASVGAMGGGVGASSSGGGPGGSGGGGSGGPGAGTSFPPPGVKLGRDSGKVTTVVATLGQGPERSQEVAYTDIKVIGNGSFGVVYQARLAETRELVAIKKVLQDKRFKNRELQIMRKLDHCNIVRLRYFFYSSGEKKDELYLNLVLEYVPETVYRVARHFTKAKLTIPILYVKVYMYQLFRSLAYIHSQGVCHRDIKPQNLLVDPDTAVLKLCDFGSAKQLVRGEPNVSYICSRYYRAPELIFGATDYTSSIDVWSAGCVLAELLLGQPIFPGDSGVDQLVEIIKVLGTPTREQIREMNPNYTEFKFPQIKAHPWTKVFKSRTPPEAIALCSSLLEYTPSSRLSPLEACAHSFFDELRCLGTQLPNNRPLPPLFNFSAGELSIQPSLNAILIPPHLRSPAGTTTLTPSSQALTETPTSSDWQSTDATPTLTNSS
KLF5 inh: suppresses KLF5 promoter-driven expression; DLD-1 KLF5 promoter-luciferase reporter, luminescence; inhibition, % at 5 µM; 290,000 tested, 0.23% active;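 active = inhibition above a per-plate limit of that plate's mean compound inhibition plus 3 SD, cut at about 60% in these data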;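 note: 0% = DMSO wells and 100% = LY294002 at 200 µM; higher means less KLF5 promoter-driven luciferase light; inactives centre near -14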
HSP90 refold inh: inhibitors of HSP90 luciferase refolding in rabbit reticulocyte lysate. luciferase refolding luminescence, 3 h. inhibition, % at 5.6 µM. 290,000 tested, 0.91% active. AID 1789;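 active = inhibition above the screen-wide mean plus 3 SD, computed separately per campaign, cut at about 16% in these data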;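 note: 0% = DMSO wells and 100% = 60 µM geldanamycin wells; inhibitors lower the luminescence because luciferase stays unfolded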
* = called active by the depositor; i = inactive; · = not tested or not shown. An excerpt, so the mix of outcomes need not match the whole.

Screens in order: AI-2 QS modul	GSK3 alpha inh	HSP90 refold inh	GSK3B inh	aSyn UTR inh	HSF1 activator	HSF1 inhib	KLF5 inh	PolyA inh	IEC-6 tox
O=C(COc1ccc(Cl)cc1)Nc1ccc(NC(=O)c2ccco2)cc1
 : 9	1	8	0	-28	23	9	-18	i	5
O=C(CCN1C(=O)c2ccc([N+](=O)[O-])cc2C1=O)Nc1nccs1
 : 7	-1	1	1	1	-1	-4	-4	i	-4
O=C(O)c1cccnc1Sc1ccccc1
 : -16	-2	0	1	6	72*	18	-9	i	-8
CCc1ccc2nc(Nc3nc(COC)cc(=O)[nH]3)nc(C)c2c1
 : 1	-3	0	2	-2	-3	-5	-30	i	3
Cc1csc(NC(=O)CN(C)S(=O)(=O)c2cccc3cccnc23)n1
 : 22	-2	2	3	1	2	-3	-2	i	11
O=C(c1ccc(Cl)c(S(=O)(=O)N2CCCC2)c1)N1CCN(c2ccccc2F)CC1
 : 10	-2	1	2	34	9	0	-19	i	-2
O=C(NCC1CCCO1)c1cc(C(=O)c2ccc(Cl)cc2Cl)c[nH]1 (stereo unspecified)
 : 19	-1	0	2	11	-1	1	-17	i	7
Cc1ccc(OS(=O)(=O)c2ccc(N3C(=O)CCC3=O)cc2)cc1
 : 11	-1	1	-1	6	24	10	-11	i	-2
COc1ccc(Cl)cc1NC(=O)CN1CCCC1
 : 5	-1	-3	2	15	-21	-2	-14	i	-2
CC(=O)c1c(C)[nH]c(C(=O)Nc2cc(F)ccc2C)c1C
 : 16	0	-3	-1	-25	5	-3	-16	i	-1
NC(=O)c1ccc(C(F)(F)F)n(Cc2cccc(Cl)c2)c1=O
 : 7	-1	2	-1	25	64*	25	-23	i	9
COc1ccccc1NC(=O)Nc1ccnn1C1CCN(C(=O)c2ccccn2)CC1
 : 21	2	-2	1	8	8	-1	-25	i	-3
C=C1CCN([C@@H](CC(C)C)C(=O)NCCCc2ccccc2)S(=O)(=O)c2ccccc21
 : 55	-4	·	-1	6	22	14	·	i	·
Cc1ccc(-c2nc(CS(=O)CC(=O)N3CCN(c4ccccc4)CC3)c(C)o2)cc1 (stereo unspecified)
 : 18	0	-1	2	35	-18	6	-16	i	7
CC(=O)Nc1ccc(S(=O)(=O)N(Cc2cccnc2)Cc2cc3ccccc3[nH]c2=O)cc1
 : 0	-2	-2	-25	-5	-32	-25	-16	i	0
COc1ccc(C(=O)c2c(C)oc3cc([N+](=O)[O-])c(O)c([N+](=O)[O-])c23)cc1
 : 15	·	2	3	-29	-4	-1	-26	i	0
O=C(NCc1cccc(C(F)(F)F)c1)c1ccc2c(c1)OCCO2
 : 7	-1	4	1	-15	-7	-1	-18	i	4
Cc1cccc(C(=O)N/N=C/c2ccc[nH]2)c1
 : 25	-5	2	1	-27	-10	-5	-16	i	-8
O=C(CN(C(=O)CNS(=O)(=O)c1ccc(F)cc1)c1ccccc1)NCc1ccco1
 : -1	0	2	1	-3	-3	-1	11	i	9
CC(=O)c1cc(OC(=O)N2CCOCC2)ccc1OC(=O)N1CCOCC1
 : 2	1	3	3	10	-4	0	7	i	-8
CCN(CC)S(=O)(=O)c1ccc2c(c1)c(=O)c(C(=O)NCc1cccs1)cn2C
 : 26	-2	2	-4	-5	2	-2	-21	i	0
Cc1ccc(NC(=O)NCc2ccc3c(c2)OCO3)cc1C
 : -16	-2	1	-1	-79	35	18	-21	i	2
CCOC(=O)c1cnn(-c2sc(C(=O)OCC)c(C)c2C(=O)OCC)c1N
 : 9	1	0	4	1	-5	2	-5	i	3
CCOC(=O)C1CCCN(C(=O)c2ccc3nc(-c4ccccc4)c(-c4ccccc4)nc3c2)C1 (stereo unspecified)
 : 29	0	2	-1	-4	5	-7	-9	i	-6
Cc1ccc(-c2noc(CN(C(=O)c3cccc(Br)c3)C(C)C)n2)cc1
 : 0	-4	3	0	-18	6	0	-22	i	3
N#CC1(C#N)C(C(=O)C23CC4CC(CC(C4)C2)C3)C12CCOCC2 (stereo unspecified)
 : 6	-1	-2	-1	5	-8	-5	-18	i	-4
C[C@@H]([C@@H](O)c1ccccc1)N(C)C(=O)C(N)Cc1ccccc1 (stereo partly specified)
 : 13	-1	1	1	-14	-5	4	22	i	0
O=C(NCc1ccc(Cl)cc1)C1CCN(S(=O)(=O)c2cc([N+](=O)[O-])ccc2Cl)CC1
 : 24	-3	5	-4	-20	47	26	6	i	0
COc1ccc(-c2cc3nc(C)cc(NCCO)n3n2)cc1
 : 20	-1	2	4	-24	7	2	-26	i	-1
CC(=O)Cc1cc(=O)c2c(C)cc(O)c(C3OC(CO)C(O)C(O)C3O)c2o1 (stereo unspecified)
 : 2	-1	·	-4	20	1	-2	·	i	·
O=c1c2cc(-c3ccccc3)sc2nc2n1N=C(c1ccccc1)CS2
 : -14	-2	7	-4	-142	9	13	9	i	6
C#CCOCCOCCOCCNc1nc(N2CCN(C(=O)[C@H](CCCCN)n3cc(C(N)CO)nn3)CC2)nc(N2CCN(C(=O)[C@H](CCCCN)n3cc(C(N)COC(=O)C(F)(F)F)nn3)CC2)n1 (stereo partly specified)
 : 4	2	·	-11	-5	-1	-5	·	i	·
CCOC(=O)c1oc2ccc(S(=O)(=O)n3nc(-c4cc(OC)c(OC)c(OC)c4)cc3N)cc2c1C
 : -6	0	3	4	26	27	9	3	i	-7
COc1ccc(NC(=O)CN2C(=O)C(C)SC(C)C2=O)cc1 (stereo unspecified)
 : -28	·	5	-3	16	15	-3	-18	i	-3
CCCN(CCC)CCCNC(=S)Nc1ccc2nc(N3CCN(C)CC3)cc(C)c2c1
 : -12	-4	-3	-3	-45	-7	-6	-3	i	2
COc1ccccc1C1NC(=O)CS1 (stereo unspecified)
 : 13	1	2	0	-20	-14	-2	-18	i	-1
Cc1ccc(S(=O)(=O)N=C2SCCCS2)cc1
 : 0	-2	2	0	-15	-49	-42	-12	i	0
COc1ccccc1NS(=O)(=O)c1cccc(C(=O)OCC(=O)Nc2cc(C)on2)c1
 : 17	2	0	1	10	6	8	-14	i	-9
CCOc1ccc(OCCNCc2ccc(OC(C)C(=O)N(C)C)c(OCC)c2)cc1 (stereo unspecified)
 : 20	1	-2	0	-22	0	-1	-12	i	0
COc1cc2c(cc1OC)C(c1cccc([N+](=O)[O-])c1)NC(=O)C2 (stereo unspecified)
 : 17	11	2	1	-4	9	-3	-3	i	4
CCOc1cc(C2NC(=O)NC(C)=C2C(=O)NCc2ccccc2)c(Cl)cc1O (stereo unspecified)
 : 23	3	-2	1	25	-19	-3	-14	i	-2
CC[C@@H](C)[C@H](NC(=O)Cc1c(C)c2c(cc(C)c3c(C)c(C)oc32)oc1=O)C(=O)O
 : 12	-2	2	1	-4	3	3	-38	i	-4
COc1ccc(/C=N/NS(=O)(=O)c2ccccc2)cc1OC
 : 17	-2	-5	3	20	0	4	-27	i	0
Cc1nc(NC(=O)c2oc3ccccc3c2C)sc1C(=O)N(C)C
 : 25	-3	6	1	-193	28	18	-65	i	3
CC(=O)c1sc(NCc2ccccc2)nc1C
 : ·	7	2	·	-34	47	24	13	i	3
COc1cc(OC)nc(NC(=O)CN2CCN(c3ccc(F)cc3)CC2)n1
 : 9	-3	0	-5	32	-12	-7	-9	i	1
Nc1nonc1-n1nnc(C(=O)N/N=C/c2cccc(Cl)c2)c1-c1ccc2c(c1)OCO2
 : 8	1	1	3	-2	1	-5	-27	i	6
Cc1ccc2c(CN(C)Cc3ccccc3)cc(=O)oc2c1C
 : 5	0	-1	-23	-80	74*	40	-34	i	55*
O=C(O)C1CCCN(S(=O)(=O)c2ccccc2)C1 (stereo unspecified)
 : 4	-1	3	1	-24	-2	-9	-6	i	5
Cc1nc(CSc2nnc(N)s2)cs1
 : ·	0	1	·	9	-15	-20	-14	i	2
CC(=O)CCn1c(=O)n(CCC(C)=O)c(=O)n(CCC(C)=O)c1=O
 : ·	-2	0	·	·	·	·	-34	·	-3
Cc1ccnc(NC(=O)c2ccoc2C)c1
 : 25	2	0	-1	-147	18	9	-28	i	8
COc1ccc(/C=N/NC(=O)CCc2c(C)n[nH]c2C)cc1OC
 : 19	·	4	0	-6	-6	3	-15	i	4
CCCCCOc1ccc(NC(=O)CSc2cccc3cccnc23)cc1
 : 17	-1	2	1	10	43	6	-17	i	-9
O=C(Nc1ccc(F)cc1)C1CCN(S(=O)(=O)c2cccc3nonc23)CC1
 : ·	-4	-3	·	-11	15	1	1	i	-4
Cn1cc(CN2CCC(C(=O)N3CCCCC3)CC2)c(-c2ccccc2F)n1
 : 24	-2	0	-1	10	-23	-23	-17	i	2
Cc1ccccc1OCC(=O)N/N=C/c1ccc2c(c1)OCCO2
 : -6	-8	1	0	-14	17	-6	-2	i	3
Cc1ccc(C(=O)N/N=C/C2=Cc3ccccc3OC2C)cc1 (stereo unspecified)
 : 9	0	0	2	-71	39	6	5	i	8
O=C(Nc1cccc(-c2cccc(F)c2)c1)C1CCN(CC2CCOC2)CC1 (stereo unspecified)
 : 20	6	-1	2	3	-10	5	-28	i	0
Cc1ccc2[nH]c3c(c2c1)CN(C(=O)CN1CCN(c2ccccc2F)CC1)CC3
 : 12	·	0	-6	21	29	19	-19	i	3

The listing continues:
Screens in order: AI-2 QS modul	GSK3 alpha inh	HSP90 refold inh	GSK3B inh	aSyn UTR inh	HSF1 activator	HSF1 inhib	KLF5 inh	PolyA inh	IEC-6 tox
C(=N\N(c1ccccc1)c1ccccc1)/c1ccccn1
 : 16	1	5	0	10	-3	4	-32	i	6
COc1ccccc1N(CC(O)COc1ccccc1)S(=O)(=O)c1ccccc1 (stereo unspecified)
 : 19	1	1	-2	18	25	7	-20	i	8
CC(C)NC(=O)c1ccc(COc2cc(Cl)ccc2Cl)o1
 : 12	-1	3	0	-1	6	7	-23	i	6
Cc1ccc(NS(=O)(=O)c2cc(C(=O)N3CCN(C)CC3)ccc2C)cc1
 : 0	1	-2	0	12	-7	-8	-26	i	-4
O=C(COc1ccc(F)cc1)Nc1nnc(S(=O)(=O)N2CCCC2)s1
 : 4	-3	1	-1	-9	9	1	-21	·	-5
Cc1ccc(/C=N/NC(=O)CCCOc2ccc(Cl)cc2Cl)cc1
 : 11	-3	-3	1	3	5	0	10	i	-5
CCOC(=O)CNC(=O)CSc1nc(NCc2ccccc2)nc(N(C)C)n1
 : 15	-2	0	0	-9	8	-3	18	i	-1
O=Cc1c(Nc2cccc(C(F)(F)F)c2)nc2ccccn2c1=O
 : 3	0	-9	-3	6	-12	-6	-89	i	2
Cc1ccc(C(=O)Nc2ccc(NC(=O)c3cccs3)cc2)cc1[N+](=O)[O-]
 : 30	1	6	3	-21	3	1	-11	i	-1
Cc1ccccc1NS(=O)(=O)c1cc(C(=O)Nc2cccnc2)ccc1C
 : 16	-3	-5	1	23	-12	-12	-19	i	-4
